# M4 PAM = human M4 muscarinic receptor positive allosteric modulators, primary screen, CHO-K1 cells, Fluo-8 calcium fluorescence; 0.4% of 360,000 active; Muscarinic acetylcholine receptor M4 (Homo sapiens), P08173; CHO-K1 hM4/Gqi5, ACh EC20; 0% = ACh EC20, 100% = maximal ACh; activation, % at 3 µM; AID 624126, 2012;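 active = activation above its plate's cutoff, the mean activation of sample wells plus 3 SD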; note: some results filed as inactive read as strong as hits
# CRFBP-R2 agonist = agonists of CRF-BP/CRF-R2 complex, primary screen, cell-based, HEK293, calcium dye fluorescence, uHTS; calcium dye fluorescence (FLIPR); percent of saturating CRF peptide response; 0.46% of 350,000 active; activation, % at 13.2 µM; CRF-binding protein / CRF receptor 2 complex (human);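 active = activation of at least 50%, plus an integration ratio under a set limit after plate pattern correction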;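 note: plate controls were neutral control wells without compound for no effect and CRF at EC100 for full effect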
# M5 antag = human M5 muscarinic receptor antagonists, primary screen, CHO cells, Fluo-8 calcium fluorescence; 0.59% of 360,000 active; inhibition, % at 3 µM; Muscarinic acetylcholine receptor M5 (Homo sapiens), P08912; CHO-hM5 cells, ACh EC80;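 active = inhibition above a per-plate cutoff, the mean of that plate's test compounds plus 3 SD, cut at about 27% in these data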;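 note: 0% = acetylcholine EC80 with DMSO and 100% = DMSO without agonist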
# Target sequence (P08912 whole entry, looked up): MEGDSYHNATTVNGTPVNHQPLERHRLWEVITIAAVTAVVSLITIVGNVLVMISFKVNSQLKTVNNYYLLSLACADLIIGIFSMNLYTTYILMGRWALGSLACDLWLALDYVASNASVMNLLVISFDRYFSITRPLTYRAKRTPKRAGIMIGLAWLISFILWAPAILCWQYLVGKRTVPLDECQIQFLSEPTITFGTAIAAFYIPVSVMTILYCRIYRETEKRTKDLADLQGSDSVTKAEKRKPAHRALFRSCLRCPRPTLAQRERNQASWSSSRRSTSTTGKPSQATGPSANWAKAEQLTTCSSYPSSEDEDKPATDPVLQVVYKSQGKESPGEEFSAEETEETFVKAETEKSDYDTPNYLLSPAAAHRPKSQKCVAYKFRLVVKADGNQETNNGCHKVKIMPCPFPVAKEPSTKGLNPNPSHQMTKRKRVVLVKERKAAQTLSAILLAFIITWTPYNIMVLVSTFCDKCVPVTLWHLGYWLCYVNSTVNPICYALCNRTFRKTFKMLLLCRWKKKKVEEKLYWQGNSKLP
# CHO-K1 Ca PAM = nonselective calcium activators in parental CHO-K1 cells, primary screen, counter-screen for M1 PAM project, cell-based, Fluo-8 calcium fluorescence, full deck, 1536-well | ATP EC20; 0% at ATP EC20, 100% at ATP max | activation, % at 3 µM | 0.02% of 360,000 active;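 active = activation above the run cutoff, the mean activation of all test compounds plus 3 SD, cut at about 40% in these data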;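 note: peak over basal fluorescence ratio in a 140 s read after ATP addition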
# CHRM5 PAM = human M5 muscarinic receptor positive allosteric modulators, primary screen, CHO-K1 cells, Fluo-8 calcium fluorescence; Muscarinic acetylcholine receptor M5 (Homo sapiens), P08912; CHO-K1 hM5, ACh EC20 PAM; 0% = ACh EC20, 100% = ACh EC100; activation, % at 3 µM; 0.3% of 360,000 active;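 active = activation above the run cutoff, the mean activation of all test compounds plus 3 SD, cut at about 18% in these data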
#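 Probe or stimulus: acetylcholine, EC20 level; Assay system: human M5 receptor in CHO-K1 cells; Schedule: compound preincubation 140 s before EC20 acetylcholine addition; Technique: intracellular calcium via Fluo-8 fluorescence; Dosing: single-point, 3 µM nominal; Read-out basis: percent activation from peak-over-basal fluorescence ratio, scaled EC20-to-EC100 acetylcholine; Repeats: one well per compound, no replicates.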
# CRFR2-BP antag = antagonists of CRF-BP/CRF-R2 complex, primary screen, cell-based, HEK293, calcium dye fluorescence, uHTS | 0.59% of 350,000 active | AID 588475, 2011 | inhibition, % at 11.8 µM | CRF-induced calcium fluorescence;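 active = inhibition of the ligand-induced calcium signal above about 50% at the single tested concentration, limit read from the data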
# M5 ag = human M5 muscarinic receptor agonists, primary screen, CHO-K1 cells, Fluo-8 calcium fluorescence; Muscarinic acetylcholine receptor M5 (Homo sapiens), P08912; CHO-K1 hM5 cells; 0% DMSO wells, 100% maximal acetylcholine response; activation, % at 3 µM; 0.19% of 360,000 active;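 active = activation above the run's mean over test compounds plus 3 SD, cut at about 23% in these data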;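 note: signal is peak over basal fluorescence ratio across the kinetic read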
# TAAR1 antagonist = human TAAR1 antagonists, primary screen, Fluo-8 calcium fluorescence, CHO RD-HGA16 cells. Trace amine-associated receptor 1 (Homo sapiens), Q96RJ0. inhibition, % at 3 µM. 1.5% of 360,000 active. antagonist. AID 624466, 2012;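 active = inhibition above a per-plate cutoff, the mean inhibition of test compounds on that plate plus 3 SD, cut at about 49% in these data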;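 note: 0% = DMSO plus EC80 beta-PEA response and 100% = DMSO alone without agonist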
# Target sequence (Q96RJ0 whole entry, looked up): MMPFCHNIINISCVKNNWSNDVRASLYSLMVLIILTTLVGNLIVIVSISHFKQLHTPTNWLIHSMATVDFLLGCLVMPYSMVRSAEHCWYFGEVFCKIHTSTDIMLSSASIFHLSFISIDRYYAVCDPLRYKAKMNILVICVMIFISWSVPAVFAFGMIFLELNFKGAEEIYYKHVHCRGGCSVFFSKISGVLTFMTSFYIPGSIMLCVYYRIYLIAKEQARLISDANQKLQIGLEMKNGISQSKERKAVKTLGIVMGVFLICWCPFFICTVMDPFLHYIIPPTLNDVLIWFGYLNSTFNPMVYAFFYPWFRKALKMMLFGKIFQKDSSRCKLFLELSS
#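 Material: RD-HGA16 CHO cells with stable hTAAR1 and Gα16; Dosing: single nominal final test compound concentration of 3 µM; Schedule: seeding 17-24 h prior, 75-min 37 °C, 30-min RT dye loading; Detection: kinetic Fluo-8 calcium fluorescence measurement; Measure: % inhibition from peak post-agonist over basal fluorescence ratio; Benchmarks: vehicle and agonist controls.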
# TAAR1 ag = human TAAR1 agonists, primary screen, Fluo-8 calcium fluorescence, CHO RD-HGA16 cells | vehicle wells 0%, saturating PEA agonist 100% | AID 624467, 2012 | Trace amine-associated receptor 1 (Homo sapiens), Q96RJ0 | 0.99% of 360,000 active | activation, % at 3 µM;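 active = activation above the mean activation of all test compounds in the run plus 3 SD, cut at about 38% in these data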
#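 Repeats: no replicates (n 1) | Material: CHO-derived RD-HGA16 cells with stable Gα16 and human TAAR1 | Technique: Kinetic Fluo-8 calcium fluorescence | Schedule: 17-24 h seeding, 75 min 37 °C dye, 30 min RT | Evaluation: % activation from peak over basal fluorescence ratio, DMSO-to-PEA scaled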
# The depositor's hits bear a star; nt = no result given. This is a random part of the collection; 4.2% or so of the library scored in one or more.
SMILES,M4 PAM,CRFBP-R2 agonist,M5 antag,CHO-K1 Ca PAM,CHRM5 PAM,CRFR2-BP antag,M5 ag,TAAR1 antagonist,TAAR1 ag
Cc1ccc(C)c(S(=O)(=O)NC(C)CCc2ccccc2)c1 (stereo not drawn),2,-0.5,3,16,-7,5,-7,13,4
CCOc1ccc2nc(NC(=O)C3CCN(S(=O)(=O)c4cnc[nH]4)CC3)sc2c1,0,-0.4,5,11,-4,9,3,-27,4
COc1ccc2c(Cn3cnc4cc([N+](=O)[O-])ccc4c3=O)cc(=O)oc2c1,-17,1.2,-2,17,1,-16,4,nt,nt
Cc1cc(C)n(-c2nc3ccccc3c(=O)n2OC2CCCCC2)n1,3,-0.9,-4,18,-5,9,1,-16,6
CCCCCCCCN1C(=O)[C@H](CC(=O)N2CCCC2)C[C@@]2(C(=O)OCC)CCCC=C12,18,nt,-5,11,2,nt,-2,-35,4
CC(C)Cc1nn2c(=O)cc(COc3ccc(NC(=O)c4ccco4)cc3)nc2s1,8,3.2,-4,17,-1,-9,-1,-8,27
C/C(=N\NC(=O)Cc1ccc(Cl)cc1)c1ccccc1O,-6,-0.5,2,0,1,4,1,-12,2
COc1ccc(/C=N/Nc2cc(C)nc3ccc(Br)cc23)cc1,1,-0.9,12,-16,-3,0,-3,1,2
O=S(=O)(NC(CO)Cc1ccccc1)c1ccc(Br)cc1F (stereo not drawn),5,-3.2,4,24,-4,-4,0,-5,2
C[C@H](O)[C@@]1(O)CC[C@H]2[C@@H]3CC[C@@H]4C[C@H](O)CC[C@]4(C)[C@H]3CC[C@@]21C,2,3.8,6,12,-2,-25,4,3,7
COCCNC(=O)c1ccc(CS(=O)(=O)c2ccccc2C)o1,5,0.5,8,-19,-2,1,-3,-8,1
CCn1c(SCC(=O)Nc2cc(C)nn2-c2ccccc2)nnc1-c1cccs1,-5,-1.0,7,17,-3,12,1,-12,-1
O=C(Cn1nc(-c2ccccc2)ccc1=O)Nc1ccc(NC(=O)c2ccccn2)cc1,4,-0.3,6,22,0,13,-1,2,2
COCCCNC(=O)c1ccc2c(c1)ncn2-c1ccccc1OC,16,-0.7,-3,8,-2,3,1,1,0
O=C(COC(=O)c1cc(S(=O)(=O)N2CCCCC2)ccc1N1CCOCC1)c1ccc(F)cc1,5,0.3,-2,27,-3,4,-3,-13,-1
Cn1nnnc1SCC(=O)N(C1CCCCC1)C1CCS(=O)(=O)C1 (stereo not drawn),-1,4.2,-5,18,1,8,-2,2,11
COc1ccc(CNC(=O)CN(Cc2ccc(F)cc2)C(=O)CCC(=O)Nc2nccs2)cc1,-8,0.1,2,-6,-6,-5,1,9,4
COc1cc(CNc2ncc(-c3ccc(Br)cc3)n2C)cc(OC)c1OC,4,0.2,-17,6,4,1,-8,-1,5
O=C(COc1ccccc1)NCC(=O)Nc1ccc(S(=O)(=O)NCc2ccco2)cc1,1,1.3,8,-4,-2,-11,-1,0,13
CC(=O)Nc1cccc(-n2nnc(SCC(=O)N(C)c3ccccc3)n2)c1,-6,-0.6,10,-6,-5,-1,0,-38,2
O=C1CC(=O)C(n2cncn2)C(c2ccc(Cl)cc2)C1 (stereo not drawn),2,-0.1,5,18,-2,-38,4,-14,3
C=CCc1cccc(CNc2nc3ccccc3n2CCC)c1O,-4,2.1,13,7,-11,-16,-6,-21,9
Cc1ccc(CNC(N)=S)cc1,0,2.4,2,-6,-2,11,-5,-4,8
CCn1c(SCc2cc(=O)n3ccsc3n2)nc2ccccc21,-10,4.8,13,22,-1,-8,0,-26,2
CS(=O)(=O)Nc1nc2n(n1)C(c1ccccc1)C=C(c1ccc(Br)cc1)N2 (stereo not drawn),-18,139*,2,-1,5,-116,6,nt,nt
Cc1nc(NC(C)C(=O)O)c2nc(C)oc2n1 (stereo not drawn),14,-0.9,2,-3,3,-7,0,-4,20
Cc1cc(C)c(C)c(S(=O)(=O)Nc2ccc(O)cc2)c1C,4,-1.4,2,11,-4,-1,-2,13,4
O=C(c1ccc(S(=O)(=O)N2CCC(c3nc4ccccc4[nH]3)CC2)cc1)N1CCOCC1,-10,1.2,4,-10,-1,6,-1,-3,8
CC(C)Cn1c(SCC(=O)Nc2cc(Cl)c(Cl)cc2Cl)nc(O)cc1=O,3,-0.1,-3,4,-1,13,4,-28,-1
COc1ccc(C(O)(CCN2CCCCC2)C2CCCCC2)cc1 (stereo not drawn),-20,2.4,64*,-4,-23,-9,-11,-13,3
Cc1c(C(c2ccc(O)cc2)c2c(C)n(C)n(-c3ccccc3)c2=O)c(=O)n(-c2ccccc2)n1C,-8,-2.1,31*,-4,-13,9,1,21,3
O=c1ccc2cc3c(-c4ccccc4)coc3cc2o1,0,0.2,-5,-15,3,8,-6,17,0
O=C1c2ccccc2C(=O)N1OCc1cccc(Cl)c1,15,2.8,-6,5,-1,-6,0,-17,2
COc1ccc(OC)c(NC(=O)CCN2CCC(C)CC2)c1,7,0.6,1,19,4,-1,-3,-6,10
CCOC(=O)C1=C(O)C(=O)N(c2ccc(S(N)(=O)=O)cc2)C1c1ccc(Br)cc1 (stereo not drawn),11,-1.6,-1,-1,-1,7,0,-12,3
Cc1ccc(NC(=O)CSc2n[nH]c(-c3cccnc3)n2)cc1Cl,3,-0.2,7,3,-2,-11,0,-8,26
CCCCCC(O)CCCC(=O)O (stereo not drawn),-6,-0.9,-2,6,-2,6,0,-7,1
O=C(CSc1nnc(-c2ccco2)n1-c1ccccc1)NCCc1ccccc1,-6,-0.5,3,13,-2,-1,-1,-19,4
N=C1/C(=C\c2ccc(OC(=O)c3ccccc3Cl)cc2)C(=O)N=C2SC(N3CCOCC3)=NN12,-12,0.4,1,4,2,-2,-6,1,-1
O=C(NCCCn1ccnc1)C(=O)NCC1OCCCN1S(=O)(=O)c1ccc(F)cc1 (stereo not drawn),6,-0.1,0,6,4,15,-2,-12,4
O=C(COC(=O)c1cccnc1Cl)NC1CCCCCC1,1,7.1,-3,-18,8,3,2,3,0
CC(=O)O[C@H]1CC[C@@]2(C)[C@@H](CC[C@@H]3[C@@H]2CC[C@]2(C)[C@@H](C(C)(C)O)C[C@@H]32)C1,4,-1.2,20,4,-9,-2,0,-11,5
CC(=O)N(CCc1cccc(C)c1)Cc1cc2cc(C)ccc2[nH]c1=O,-7,-2.0,0,2,-5,-7,2,-13,4
CCN(C(=O)c1ccc(NC(=O)Cc2ccccc2)cc1)c1ccccc1,-2,-0.4,-6,-21,-4,5,7,-7,2
O=C(Cc1ccc(Cl)cc1)NC(=S)Nc1ccccc1N1CCOCC1,-3,44,0,8,-2,-46,7,52*,65*
CC(C)NC(=O)c1cc(C2CCCCN2C(=O)c2ccccc2)on1 (stereo not drawn),4,nt,-1,0,-4,nt,0,3,1
Nc1c(-c2cccs2)nc2ccccn12,-1,nt,-11,13,-4,nt,0,-9,3
Cc1ccc(N2C(=O)C(CN3CCCCC3)C2c2ccccc2)cc1 (stereo not drawn),-7,2.8,2,-13,0,-23,-8,9,2
O=C(Cn1c(NCCO)nc2ccccc21)c1ccccc1,-2,-0.8,-1,17,-3,-4,-3,12,4
CC(C)(C)OC(=O)C[C@@H]1C/C=C\C[C@H](CC(=O)N[C@H](CO)Cc2ccccc2)C(=O)N2CCC[C@H]2COC1=O,4,7.3,0,13,0,-8,-3,6,13
Nc1cc(N)nc(SCc2cccc(F)c2)n1,-2,-0.4,2,11,-3,1,4,-12,2
Cc1ccc(S(=O)(=O)NN=C2CCC(C(C)(C)C)CC2)cc1[N+](=O)[O-] (stereo not drawn),-1,0.9,-1,14,4,-25,0,nt,nt
CCOC(=O)CCc1c(C)nc2cc(-c3ccccc3OC)[nH]n2c1=O,-2,-0.9,-4,25,-1,26,-1,11,-1
OC(c1cccc(Cl)c1)c1ncc(-c2ccc(Oc3ccccc3)cc2)[nH]1 (stereo not drawn),1,nt,-1,4,-8,nt,-2,18,0
Cc1cc(C)c2c(CN3CC(C)OC(C)C3)cc(=O)oc2c1C (stereo not drawn),1,-1.2,9,5,-1,-10,-5,2,-2
C=CC(=O)OCCOCCOCCOCCOC(=O)C=C,2,7.0,0,5,0,18,1,3,0
CCNC(=O)CC1SC(=Nc2ccc(C)cc2)NC1=O (stereo not drawn),1,-1.5,-1,22,-9,5,0,-6,1
CN(C)c1ccc(/C=c2\sc3n(c2=O)CCCN=3)cc1,1,19,6,16,-5,-13,-2,3,18
Cc1cc(=O)oc2cc(OCC(=O)N(C)C3CCS(=O)(=O)C3)c(Cl)cc12 (stereo not drawn),1,0.1,-14,3,2,4,-3,13,2
Nc1sccc1C(=O)N1CCN(c2ccccc2)CC1,-1,nt,8,nt,-1,nt,3,3,1
# (further entries)
SMILES,M4 PAM,CRFBP-R2 agonist,M5 antag,CHO-K1 Ca PAM,CHRM5 PAM,CRFR2-BP antag,M5 ag,TAAR1 antagonist,TAAR1 ag
Cc1ccc(/C=C2\CCn3c2nc2cc(C(=O)O)ccc2c3=O)c(C)c1,3,0.3,0,17,2,-10,-2,-31,0
COc1cc(NC(=O)CSc2nnc3ccc(-c4ccncc4)nn23)cc(OC)c1,-23,0.3,0,15,-1,17,-9,2,1
CC(C)C(NS(=O)(=O)c1cccc2nsnc12)C(=O)Nc1nccs1 (stereo not drawn),-3,-0.5,-3,24,2,19,-3,5,-1
COc1ccccc1COCC(O)CNCC1(N2CCCCC2)CCCCC1 (stereo not drawn),6,0.0,2,9,1,-1,-2,-2,4
O=C(O)C1=C[C@H](c2cccs2)C[C@H](OCCCCO)O1,14,-0.2,6,-17,3,8,2,2,19

# Part of the list above, with two lines to a compound.
# Below each SMILES: M4 PAM, CRFBP-R2 agonist, M5 antag, CHO-K1 Ca PAM, CHRM5 PAM, CRFR2-BP antag, M5 ag, TAAR1 antagonist, TAAR1 ag
Cc1ccc(/C=C2\CCn3c2nc2cc(C(=O)O)ccc2c3=O)c(C)c1
→ 3, 0.3, 0, 17, 2, -10, -2, -31, 0
COc1cc(NC(=O)CSc2nnc3ccc(-c4ccncc4)nn23)cc(OC)c1
→ -23, 0.3, 0, 15, -1, 17, -9, 2, 1
CC(C)C(NS(=O)(=O)c1cccc2nsnc12)C(=O)Nc1nccs1 (stereo not drawn)
→ -3, -0.5, -3, 24, 2, 19, -3, 5, -1
